Compound activity: PubChem, several laboratories
SR-BI DiI-HDL act = enhances SR-BI lipid uptake from DiI-HDL. AID 504775. CHO ldlA[mSR-BI] cells, DiI-HDL uptake fluorescence, 3 h; 100 = double the neutral-control signal. activation, % at 12.5 µM. 0.096% of 320,000 active;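 active means mean replicate activation of at least 60% and every replicate at or above 60%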;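 further: 0% = median plate neutral-control signal and 100% = twice that signal; values of inactives mirror those of a sister screen read the other way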
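Assay system: CHO ldlA[mSR-BI] cells, LDL receptor-null, SR-BI overexpressing; medium: Ham's F12 with 0.5% BSA, HEPES 25 mM, pH 7.4; also added: DiI-HDL 10 µg/mL; timing: 3 h uptake period with compound, 37 °C; signal: DiI fluorescence, bottom read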
MITF act = MITF TRPM1 promoter activation in melanoma cells | SK-MEL-5 TRPM1-promoter luciferase, 24 h; % of positive control, neutral wells = 0 | activation, % at 12.5 µM | 0.75% of 300,000 active | AID 588334;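 active means mean activation of at least 80% with every replicate also reaching 80%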;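 further: 0% = neutral control wells and 100% = parthenolide positive control wells; values of inactives mirror those of a sister screen read the other way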
Ecoli viability = reduces bacterial viability in AddAB counter-screen. inhibition, % at 11.9 µM. AID 449728. E. coli V3065 growth, OD600 absorbance, 18 h. 0.27% of 330,000 active;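 active means inhibition above the campaign's mean inhibition across all tested compounds plus 3 SD, cut at about 9.9% in these data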;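 further: uninfected addAB+ strain grown without phage in ampicillin broth; 0% = DMSO wells and 100% = ciprofloxacin 0.95 µg/ml wells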
AddAB inh = less growth of phage-infected E. coli with AddAB; inhibition, % at 11.9 µM; E. coli expressing H. pylori AddAB, absorbance growth; AID 435030; 0.29% of 330,000 active; in the data active means inhibition above about 12%;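 further: 0% = vehicle wells of infected cells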
phage Ecoli inh = E. coli growth loss with phage present | growth absorbance | inhibition, % at 11.9 µM | 0.26% of 360,000 active; in the data active means inhibition above about 11%
Tat export inh = E. coli Tat transport inhibition; E. coli MC4100 TorA-mCherry Tat export, fluorescence; inhibition, % at 10 µM; 0.036% of 340,000 active; AID 488895;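 active means mean replicate inhibition at least 50% and at least half of replicates individually reaching 50%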;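 further: exported cargo escapes ClpAP degradation while cytoplasmic cargo is degraded and loses fluorescence; 0% = median of neutral control wells and 100% = median of NaSCN control wells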
CAL PDZ FP-1 = CAL PDZ (human) peptide binding inhibition; purified CAL PDZ, TMR-peptide fluorescence polarization, 1 h; inhibition, % at 24.9 µM; 0.92% of 300,000 active; AID 602252;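 active means mean inhibition of at least 30% with at least half of replicates also reaching 30%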;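 further: 0% = DMSO neutral control and 100% = excess unlabeled competitor peptide PRC23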
SR-BI DiI inh = inhibitors of mouse SR-BI mediated HDL lipid uptake; 0.96% of 320,000 active; AID 488896; ldlA[mSR-BI] CHO cells, DiI-HDL uptake fluorescence, 3 h; inhibition, % at 12.5 µM;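 active means mean replicate inhibition of at least 70% and a set share of replicates each scoring 70 or more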;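 further: 0% = median of neutral control wells and 100% = median of positive control wells; values of inactives mirror those of a sister screen read the other way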
Target sequence (Q61009 whole entry, looked up): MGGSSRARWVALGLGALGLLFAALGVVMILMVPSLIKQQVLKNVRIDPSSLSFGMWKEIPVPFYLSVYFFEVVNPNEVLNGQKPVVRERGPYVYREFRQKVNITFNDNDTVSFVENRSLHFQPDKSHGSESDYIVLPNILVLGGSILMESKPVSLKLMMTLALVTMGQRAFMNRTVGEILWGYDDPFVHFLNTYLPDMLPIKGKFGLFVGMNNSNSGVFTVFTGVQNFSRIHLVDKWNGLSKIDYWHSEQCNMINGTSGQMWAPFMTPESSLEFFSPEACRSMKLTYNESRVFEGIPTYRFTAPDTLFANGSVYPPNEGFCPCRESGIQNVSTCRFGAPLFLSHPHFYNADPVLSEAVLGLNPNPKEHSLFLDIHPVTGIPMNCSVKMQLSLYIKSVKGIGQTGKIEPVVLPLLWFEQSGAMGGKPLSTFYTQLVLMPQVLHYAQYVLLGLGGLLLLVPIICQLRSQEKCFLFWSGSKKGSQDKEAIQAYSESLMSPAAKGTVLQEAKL
Wnt act = activates Wnt/beta-catenin signaling in a reporter cell assay | activator, plate reader | activation, % at 9.35 µM | 1.2% of 300,000 active; in the data active means activation above about 30%, passing the limit was not always enough;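 further: 0% = neutral control wells and 100% = positive control wells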
CAL PDZ FP-2 = inhibitors of human CAL PDZ peptide binding | purified CAL PDZ, TMR-peptide fluorescence polarization, 1 h | 0.02% of 330,000 active | inhibition, % at 20 µM | Q9HD26 | AID 504414;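 active means highest replicate inhibition of at least 40%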;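 further: plate controls were DMSO neutral control wells for no effect and unlabeled competitor peptide control wells for full effect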
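System: purified tagged CAL PDZ domain construct (CerCALP). Schedule: 1 h incubation at room temperature before polarization reading. Medium: 25 mM sodium phosphate pH 7.4, 150 mM NaCl, TCEP, IgG, Thesit. Read-out: percent inhibition from loss of millipolarization. Measured by: FP readout, S and P plane fluorescence. Probe or stimulus: fluorescent TMR peptide probe.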
* hit, by the source's call. No enrichment for hits. About 3.6% of those tested had a hit in this group.

COc1ccc(-n2c(=O)c3ccccc3n(CC(=O)NCC3CCCO3)c2=O)cc1 (centres undefined) was read as MITF act -4, Ecoli viability 2.0, AddAB inh 4.4, phage Ecoli inh 0.7, Tat export inh -2, CAL PDZ FP-1 -1, Wnt act -1 and CAL PDZ FP-2 -1.7.
`CCOC(=O)C(c1ccccc1)C(Nc1cc(C(F)(F)F)cc(C(F)(F)F)c1)c1ccccn1` (centres undefined) gave SR-BI DiI-HDL act 11, Ecoli viability -0.3, AddAB inh 0.9, phage Ecoli inh -0.2, Tat export inh -4, CAL PDZ FP-1 -4, SR-BI DiI inh -11, Wnt act -4 and CAL PDZ FP-2 -0.1.
COc1ccc(-c2ccc3c(c2)C2CC3CCN2)cc1 (centres undefined) was read as SR-BI DiI-HDL act 0, MITF act 7, phage Ecoli inh 2.8, Tat export inh -4, CAL PDZ FP-1 -4, SR-BI DiI inh 0, Wnt act 0 and CAL PDZ FP-2 0.3.
For O=C(Nc1ccc2nc3n(c(=O)c2c1)CCCCC3)c1ccccc1Cl the results were MITF act 33, Ecoli viability 2.3, AddAB inh -0.2, phage Ecoli inh -0.1, Tat export inh -3, Wnt act 4 and CAL PDZ FP-2 -3.5.
`COc1cccc(-n2c(=O)[nH]cc(C(=O)Nc3ccc4c(c3)OCCO4)c2=O)c1` gave SR-BI DiI-HDL act 7, MITF act -12, Ecoli viability -0.4, AddAB inh 0.7, phage Ecoli inh -0.1, Tat export inh 3, SR-BI DiI inh -7, Wnt act -4 and CAL PDZ FP-2 -6.1.
`Cc1cc(C)cc(NC(=O)CSc2nc(=O)n(CCN3CCOCC3)c3c2CCCC3)c1` gave SR-BI DiI-HDL act 4, MITF act -3, Ecoli viability 3.6, AddAB inh 0.0, phage Ecoli inh 3.3, Tat export inh -2, CAL PDZ FP-1 52*, SR-BI DiI inh -4, Wnt act -2 and CAL PDZ FP-2 -1.2.
For NS(=O)(=O)c1cccc(NC(=O)COC(=O)c2cc(-c3ccc(Cl)cc3)nc3ccccc23)c1 the results were SR-BI DiI-HDL act -1, MITF act -4, Ecoli viability -2.5, AddAB inh -1.8, phage Ecoli inh 2.3, Tat export inh 4, CAL PDZ FP-1 -9, SR-BI DiI inh 1, Wnt act 1 and CAL PDZ FP-2 -3.4.
Cc1ccsc1C(=O)NNC(=O)Nc1ccc(Cl)c(Cl)c1 was read as SR-BI DiI-HDL act -12, MITF act 25, Ecoli viability -0.4, AddAB inh -0.2, phage Ecoli inh -2.9, Tat export inh 2, CAL PDZ FP-1 4, SR-BI DiI inh 12 and CAL PDZ FP-2 -2.0.
CCn1cc(C(=O)O)c(=O)c2cc(Br)ccc21 was read as SR-BI DiI-HDL act -3, Ecoli viability 0.5, AddAB inh 0.2, phage Ecoli inh -0.2, Tat export inh -1, CAL PDZ FP-1 -9, SR-BI DiI inh 3 and CAL PDZ FP-2 -0.6.
For CCCCN(C)Cc1c(C)[nH]c2ccc(Cl)cc2c1=O the results were SR-BI DiI-HDL act -4, MITF act 6, Ecoli viability -0.1, AddAB inh 1.0, phage Ecoli inh -0.9, Tat export inh 1, CAL PDZ FP-1 -1, SR-BI DiI inh 4, Wnt act -2 and CAL PDZ FP-2 0.1.
O=C(CCc1[nH]c2ccccc2c1Sc1ccccc1)N(CCO)CCO was read as SR-BI DiI-HDL act 19, MITF act 8, Ecoli viability 1.3, AddAB inh 0.6, phage Ecoli inh 3.9, Tat export inh -5, SR-BI DiI inh -19, Wnt act 1 and CAL PDZ FP-2 0.0.
Screening O=C(CN1CCCC1)N/N=C/c1ccc(-c2cccc(Cl)c2)o1 returned SR-BI DiI-HDL act -6, MITF act 11, Ecoli viability 1.7, AddAB inh -0.3, phage Ecoli inh 0.7, Tat export inh -2, CAL PDZ FP-1 -6, SR-BI DiI inh 6 and CAL PDZ FP-2 -3.0.
For Cc1ccc(N2C(=O)c3ccc(C(=O)N4CCN(c5ccccc5F)CC4)cc3C2=O)cc1 the results were SR-BI DiI-HDL act 1, Ecoli viability 1.0, AddAB inh -2.4, phage Ecoli inh 0.7, Tat export inh 2, SR-BI DiI inh -1, Wnt act -2 and CAL PDZ FP-2 0.8.
`COc1ccc(N(C(=O)C2CCCCC2)S(=O)(=O)c2cccc3cccnc23)cc1` gave SR-BI DiI-HDL act -5, MITF act 8, Ecoli viability 0.0, AddAB inh 1.9, phage Ecoli inh 3.4, Tat export inh 4, CAL PDZ FP-1 0, SR-BI DiI inh 5 and CAL PDZ FP-2 -0.2.
`Cc1ccc(-c2nnn(CC(=O)N(c3ccccc3)C(C(=O)NC3CCCC3)c3ccncc3)n2)o1` (centres undefined) gave SR-BI DiI-HDL act 25, MITF act 2, Ecoli viability -1.6, AddAB inh -0.7, phage Ecoli inh 0.5, Tat export inh -5, CAL PDZ FP-1 -1, SR-BI DiI inh -25, Wnt act -1 and CAL PDZ FP-2 -2.9.
For Cc1cccc(NC(=O)COn2nnc3ccc(S(C)(=O)=O)cc32)c1 the results were SR-BI DiI-HDL act 0, MITF act 0, Ecoli viability -0.7, AddAB inh -2.4, phage Ecoli inh 0.6, Tat export inh -2, CAL PDZ FP-1 -4, SR-BI DiI inh 0, Wnt act 0 and CAL PDZ FP-2 0.4.
CC(=O)Nc1ccc(S(=O)(=O)Nc2nccc(C)n2)cc1 was read as SR-BI DiI-HDL act 8, MITF act 3, Ecoli viability 1.4, AddAB inh -0.5, phage Ecoli inh -2.5, Tat export inh 1, CAL PDZ FP-1 -1, SR-BI DiI inh -8 and Wnt act -3.
Screening COc1ccc(C(=O)Nc2ccc(C(=O)NCC3CCCO3)cc2)c(OC)c1OC (centres undefined) returned MITF act -26, Ecoli viability -3.4, AddAB inh 1.2, phage Ecoli inh 2.8, Tat export inh 1, CAL PDZ FP-1 -6, Wnt act -2 and CAL PDZ FP-2 -0.2.
For FC(F)(F)c1ccc(-c2cccc3c2C2CC3CCN2Cc2ccccc2)cc1 (centres undefined) the results were SR-BI DiI-HDL act 20, MITF act -1, phage Ecoli inh 4.5, Tat export inh 5, CAL PDZ FP-1 -3, SR-BI DiI inh -20, Wnt act -3 and CAL PDZ FP-2 2.4.
Screening CN1C(=O)CC(C(=O)O)SC1=Nc1cc(Cl)cc(Cl)c1 (centres undefined) returned SR-BI DiI-HDL act 25, MITF act -1, Ecoli viability -0.2, AddAB inh 2.8, phage Ecoli inh 1.3, Tat export inh 5, CAL PDZ FP-1 -5, SR-BI DiI inh -25 and CAL PDZ FP-2 -2.3.
For Cc1ccccc1NC(=O)COC(=O)c1c(-c2ccccc2)noc1C the results were SR-BI DiI-HDL act -21, MITF act -1, Ecoli viability 1.2, AddAB inh 1.3, phage Ecoli inh 1.1, Tat export inh 5, CAL PDZ FP-1 3, SR-BI DiI inh 21, Wnt act -3 and CAL PDZ FP-2 -0.8.
Cc1onc2c(=O)n(-c3ccccc3)nc(-c3ccccc3)c12 was read as SR-BI DiI-HDL act 4, MITF act -6, Ecoli viability -0.1, AddAB inh 0.1, phage Ecoli inh -0.7, Tat export inh -3, CAL PDZ FP-1 -4, SR-BI DiI inh -4, Wnt act -3 and CAL PDZ FP-2 -0.3.
Cc1cccc(C(=O)N[C@H](C(=O)Nc2nc3ccc(S(C)(=O)=O)cc3s2)C(C)C)c1 was read as SR-BI DiI-HDL act -1, MITF act -3, Ecoli viability -1.4, AddAB inh -1.1, phage Ecoli inh 0.8, Tat export inh -4, CAL PDZ FP-1 4, SR-BI DiI inh 1, Wnt act -1 and CAL PDZ FP-2 -1.8.
COCCN(Cc1nc2ccccc2c(=O)[nH]1)C(=O)COc1cccc(C(C)=O)c1 was read as SR-BI DiI-HDL act 8, MITF act 4, Ecoli viability -1.1, AddAB inh 1.6, phage Ecoli inh 3.1, Tat export inh 7, CAL PDZ FP-1 0, SR-BI DiI inh -8, Wnt act -3 and CAL PDZ FP-2 0.2.
For C#CC[N+](C)(C)C(C#Cc1ccccc1)CC=C (centres undefined) the results were SR-BI DiI-HDL act 1, MITF act 33, Ecoli viability -1.8, AddAB inh -0.6, phage Ecoli inh 1.4, Tat export inh -3, CAL PDZ FP-1 1, SR-BI DiI inh -1, Wnt act -4 and CAL PDZ FP-2 -1.3.
COC(=O)c1cccc(NC(=O)c2cccc(N3C(=O)CCC3=O)c2)c1 was read as SR-BI DiI-HDL act 10, MITF act 4, Ecoli viability 1.6, AddAB inh 1.8, phage Ecoli inh 1.1, Tat export inh -2, CAL PDZ FP-1 20, SR-BI DiI inh -10, Wnt act 3 and CAL PDZ FP-2 -0.7.
Screening O=[N+]([O-])c1ccccc1OCc1nc(-c2cccs2)no1 returned SR-BI DiI-HDL act -9, MITF act 119*, Ecoli viability -1.0, AddAB inh 1.6, phage Ecoli inh 2.9, Tat export inh -5, CAL PDZ FP-1 -4, SR-BI DiI inh 9, Wnt act 8 and CAL PDZ FP-2 -0.1.
Screening CN(C(=O)CSc1nc(O)cc(=O)n1-c1ccccc1F)c1ccccc1 returned SR-BI DiI-HDL act 8, MITF act 4, Ecoli viability -1.5, AddAB inh -0.4, phage Ecoli inh -1.3, Tat export inh 4, CAL PDZ FP-1 -5, SR-BI DiI inh -8, Wnt act 1 and CAL PDZ FP-2 -4.4.
Screening OCC1(Cc2ccccc2)CCN(Cc2ccc(C(F)(F)F)cc2)CC1 returned SR-BI DiI-HDL act 25, MITF act 3, Ecoli viability 0.2, AddAB inh 1.2, phage Ecoli inh 4.3, Tat export inh 3, CAL PDZ FP-1 -2, SR-BI DiI inh -25, Wnt act 5 and CAL PDZ FP-2 -1.0.
Cc1ccc(-c2csc(NC(=O)Cn3cnc4c3c(=O)n(C)c(=O)n4C)n2)cc1C was read as SR-BI DiI-HDL act -15, MITF act 3, Ecoli viability -2.1, AddAB inh -0.7, phage Ecoli inh 1.1, Tat export inh -2, CAL PDZ FP-1 -8, SR-BI DiI inh 15, Wnt act 30 and CAL PDZ FP-2 0.3.
For Cc1ccc(/C=C2\SC(N3CCN(C(c4ccccc4)c4ccccc4)CC3)=NC2=O)o1 the results were SR-BI DiI-HDL act 32, MITF act -4, Ecoli viability -2.7, AddAB inh 1.3, phage Ecoli inh 0.2, Tat export inh -2, CAL PDZ FP-1 -2, SR-BI DiI inh -32, Wnt act -7 and CAL PDZ FP-2 0.7.
For CN(C)c1ccc(NC(=O)Cn2cc3c(n2)CCCC3)cc1 the results were SR-BI DiI-HDL act -6, MITF act 3, Ecoli viability -3.3, AddAB inh 0.2, phage Ecoli inh 13*, Tat export inh 8, SR-BI DiI inh 6, Wnt act 7 and CAL PDZ FP-2 -0.5.
Screening Cc1ccc(SCC2(O)CCN(S(=O)(=O)c3ccc(Cl)cc3)CC2)cc1 returned SR-BI DiI-HDL act 1, Ecoli viability 2.5, AddAB inh 1.5, phage Ecoli inh 2.8, Tat export inh 5, CAL PDZ FP-1 1, SR-BI DiI inh -1, Wnt act 0 and CAL PDZ FP-2 -0.6.
CCS(=O)(=O)Nc1ccc(-c2nnc(SCC(=O)OC)o2)cc1 was read as SR-BI DiI-HDL act 7, MITF act -10, Ecoli viability 2.7, AddAB inh 3.3, phage Ecoli inh 2.2, Tat export inh -3, CAL PDZ FP-1 -1, SR-BI DiI inh -7 and CAL PDZ FP-2 -0.4.
